High-throughput results deposited in PubChem by several laboratories.
Anthrax LF prot: anthrax lethal factor protease inhibition | inhibition, % at 10 µM | P15917 | AID 588501 | multiplex microsphere protease cleavage assay, LF | 360,000 tested, 0.12% active; also: plate controls were buffer without enzyme for full effect and enzyme alone for no effect
BoNT A protease: blocks Botulinum neurotoxin A light chain protease | multiplex microsphere protease substrate cleavage, flow cytometry | inhibition, % at 10 µM | 360,000 tested, 0.17% active; also: plate controls were buffer without enzyme for full effect and enzyme alone for no effect
BoNT F protease: inhibitors of Botulinum neurotoxin F light chain protease. 360,000 tested, 0.22% active. AID 588497. Multiplex microsphere protease cleavage assay, flow cytometry. inhibition, % at 10 µM; in the data active = inhibition above about 35%, passing the limit was not always enough; inconclusive = no clear call, values can overlap the other calls; also: plate controls were buffer without enzyme for full effect and enzyme alone for no effect
TcdB inh: inhibitors of Clostridioides difficile toxin B glycohydrolase | AID 652162 | P18177 | 350,000 tested, 0.24% active | inhibition, % at 9.99 µM | TcdB glycohydrolase enzymatic assay, plate reader; in the data active = inhibition above about 10%
Target sequence (P18177 whole entry, looked up): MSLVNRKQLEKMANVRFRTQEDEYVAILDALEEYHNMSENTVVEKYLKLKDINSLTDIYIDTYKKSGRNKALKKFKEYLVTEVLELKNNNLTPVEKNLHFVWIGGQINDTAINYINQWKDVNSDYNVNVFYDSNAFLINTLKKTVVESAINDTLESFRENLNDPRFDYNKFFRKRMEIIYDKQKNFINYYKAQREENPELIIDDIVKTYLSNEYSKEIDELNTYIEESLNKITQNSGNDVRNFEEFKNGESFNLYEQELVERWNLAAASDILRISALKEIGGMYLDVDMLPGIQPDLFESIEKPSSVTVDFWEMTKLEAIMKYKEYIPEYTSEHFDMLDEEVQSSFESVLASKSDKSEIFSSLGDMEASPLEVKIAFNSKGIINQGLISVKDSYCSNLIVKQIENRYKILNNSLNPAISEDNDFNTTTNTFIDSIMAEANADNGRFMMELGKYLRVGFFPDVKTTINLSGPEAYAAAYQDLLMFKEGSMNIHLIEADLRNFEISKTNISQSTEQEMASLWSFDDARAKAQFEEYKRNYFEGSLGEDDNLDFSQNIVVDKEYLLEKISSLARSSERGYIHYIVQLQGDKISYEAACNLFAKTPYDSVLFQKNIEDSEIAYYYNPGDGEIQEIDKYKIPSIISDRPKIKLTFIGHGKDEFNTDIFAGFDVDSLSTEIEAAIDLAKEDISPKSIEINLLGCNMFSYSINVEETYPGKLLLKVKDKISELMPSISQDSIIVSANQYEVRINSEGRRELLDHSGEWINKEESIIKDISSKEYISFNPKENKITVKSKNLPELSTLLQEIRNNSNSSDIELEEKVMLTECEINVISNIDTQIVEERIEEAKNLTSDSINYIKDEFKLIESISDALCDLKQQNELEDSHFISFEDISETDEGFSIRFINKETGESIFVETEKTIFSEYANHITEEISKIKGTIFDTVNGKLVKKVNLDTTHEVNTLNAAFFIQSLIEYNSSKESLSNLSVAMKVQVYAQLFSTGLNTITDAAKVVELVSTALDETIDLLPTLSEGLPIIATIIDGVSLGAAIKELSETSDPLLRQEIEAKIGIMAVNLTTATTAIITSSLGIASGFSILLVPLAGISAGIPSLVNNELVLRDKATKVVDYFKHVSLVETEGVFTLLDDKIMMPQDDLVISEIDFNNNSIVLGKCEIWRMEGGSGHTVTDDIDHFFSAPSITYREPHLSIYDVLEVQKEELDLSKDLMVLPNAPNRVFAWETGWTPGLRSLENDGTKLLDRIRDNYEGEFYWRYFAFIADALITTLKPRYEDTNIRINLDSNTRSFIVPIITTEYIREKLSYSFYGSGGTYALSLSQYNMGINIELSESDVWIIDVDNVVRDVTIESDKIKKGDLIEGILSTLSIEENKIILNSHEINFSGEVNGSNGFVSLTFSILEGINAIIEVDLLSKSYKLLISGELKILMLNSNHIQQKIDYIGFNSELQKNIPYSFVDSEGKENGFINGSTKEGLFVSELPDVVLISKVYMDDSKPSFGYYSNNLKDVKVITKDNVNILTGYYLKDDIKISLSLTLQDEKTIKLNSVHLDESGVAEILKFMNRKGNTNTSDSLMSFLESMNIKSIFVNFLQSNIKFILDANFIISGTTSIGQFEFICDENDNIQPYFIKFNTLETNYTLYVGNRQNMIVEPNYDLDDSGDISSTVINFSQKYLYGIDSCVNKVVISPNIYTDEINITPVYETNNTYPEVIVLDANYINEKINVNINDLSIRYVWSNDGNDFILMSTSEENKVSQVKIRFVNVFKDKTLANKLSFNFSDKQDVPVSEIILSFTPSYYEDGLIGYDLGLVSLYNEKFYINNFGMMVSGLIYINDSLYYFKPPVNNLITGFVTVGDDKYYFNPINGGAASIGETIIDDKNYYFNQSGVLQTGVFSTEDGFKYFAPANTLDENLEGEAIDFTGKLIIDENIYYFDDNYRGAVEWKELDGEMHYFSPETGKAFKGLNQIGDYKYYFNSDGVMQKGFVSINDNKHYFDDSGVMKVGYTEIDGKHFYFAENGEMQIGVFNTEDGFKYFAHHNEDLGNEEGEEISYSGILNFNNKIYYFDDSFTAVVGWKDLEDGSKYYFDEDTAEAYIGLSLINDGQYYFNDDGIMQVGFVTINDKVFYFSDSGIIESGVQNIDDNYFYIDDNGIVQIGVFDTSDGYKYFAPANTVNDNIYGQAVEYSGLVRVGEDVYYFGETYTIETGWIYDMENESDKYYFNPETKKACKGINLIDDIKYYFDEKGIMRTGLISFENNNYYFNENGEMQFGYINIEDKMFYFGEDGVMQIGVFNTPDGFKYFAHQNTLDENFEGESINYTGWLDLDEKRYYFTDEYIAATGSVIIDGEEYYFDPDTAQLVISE
PrPC TRFRET: reduces human prion protein on the cell surface. cell surface PrPC, TR-FRET read-out. P04156. 370,000 tested, 0.43% active. inhibition, % at 13.8 µM; in the data active = inhibition above about 24%; also: 0% = median of the test wells and 100% = reference compound wells
FadD28 binding: blocks FadD28 binding to the bisubstrate probe; fluorescence polarization; inhibition, % at 12.5 µM; 360,000 tested, 0.22% active; in the data active = inhibition above about 8.5%, passing the limit was not always enough; inconclusive = no clear call, values can overlap the other calls
Y pestis TopoI: blocks Yersinia pestis topoisomerase I activity | Y. pestis Topo-I cleavage product accumulation, plate reader | activity, % at 10 µM | 360,000 tested, 0.064% active | AID 504884; in the data active = activity above about 50%, passing the limit was not always enough; inconclusive = no clear call, values can overlap the other calls; also: inactives centre near 2
PfHsp40 yeast: compounds rescuing yeast from Plasmodium falciparum HSP40 toxicity | 340,000 tested, 0.68% active | growth rescue, % at 12.5 µM | S. cerevisiae expressing PfHsp40, growth rescue, ATP luminescence; in the data active = growth rescue above about 28%, passing the limit was not always enough; inconclusive = no clear call, values can overlap the other calls;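 also: yeast W303a lacking pdr1 and pdr3 grown in galactose medium; growth measured after three days at 30 °C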
CCHF vOTU inh: blocks the CCHF virus ovarian tumor domain protease | CCHFV vOTU protease, Pep-AMC fluorescence | inhibition, % at 11.5 µM | 370,000 tested, 0.55% active; in the data active = inhibition above about 30%; also: 0% = vehicle wells with enzyme and 100% = no enzyme wells
The depositor's hits bear a star. Rule as the data show it, unless noted: active = inhibition above about 30%; inconclusive = no clear call, values can overlap the other calls; inactive = below that. Rows were taken by chance, and some 2.3% of all compounds hit somewhere here.

For O=C(COc1ccc2c(C(F)(F)F)cc(=O)oc2c1)NCc1cccs1 the results were Anthrax LF prot 2, BoNT A protease 1.2, BoNT F protease 7, TcdB inh 0.4, PrPC TRFRET -3, FadD28 binding -0.6, Y pestis TopoI 4, PfHsp40 yeast -0.3 and CCHF vOTU inh -11.
`Cc1c(C(=O)c2ccccc2C(=O)O)sc2ccccc12` gave Anthrax LF prot -5, BoNT A protease 1.2, BoNT F protease 7, TcdB inh 0.3, PrPC TRFRET 33*, FadD28 binding -1.9, Y pestis TopoI -3, PfHsp40 yeast -0.1 and CCHF vOTU inh 11.
Nc1[nH]n2c(=O)cc(-c3ccccc3)nc2c1N=Nc1ccccc1 was read as Anthrax LF prot -3, BoNT A protease -0.7, BoNT F protease -8, PrPC TRFRET 5, FadD28 binding -0.6, Y pestis TopoI 4, PfHsp40 yeast 3.9 and CCHF vOTU inh 14.
Screening CCC(=O)N(CCc1ccc(OC)c(OC)c1)Cc1cc2ccc(C)cc2n2nnnc12 returned Anthrax LF prot 2, BoNT A protease 0.6, BoNT F protease 6, TcdB inh 1.5, PrPC TRFRET 0, FadD28 binding 1.3, Y pestis TopoI -9, PfHsp40 yeast -0.8 and CCHF vOTU inh -6.
Screening CCn1c(SC)nnc1C1CCN(S(=O)(=O)c2ccc(OC)cc2)CC1 returned Anthrax LF prot -9, BoNT A protease 1.0, BoNT F protease -3, PrPC TRFRET 2, FadD28 binding -4.0, Y pestis TopoI -11, PfHsp40 yeast -0.9 and CCHF vOTU inh 4.
`C=CCOc1cccc(C(=O)NC(c2ccccc2)C(C)C)c1` (stereo not given) gave Anthrax LF prot 1, BoNT A protease -0.7, BoNT F protease 0, TcdB inh 1.6, PrPC TRFRET 7, FadD28 binding 0.2, Y pestis TopoI 16, PfHsp40 yeast 0.4 and CCHF vOTU inh -8.
For COc1cc2c(cc1OC)C1(NCC2)C(=O)Nc2ccccc21 (stereo not given) the results were Anthrax LF prot 0, BoNT A protease -1.9, BoNT F protease -5, PrPC TRFRET -3, FadD28 binding -2.8, Y pestis TopoI 3, PfHsp40 yeast -0.6 and CCHF vOTU inh -2.
Screening Cn1c(SCC(=O)Nc2cccc(S(=O)(=O)NC3=NCCCCC3)c2)nnc1-c1ccccc1 returned Anthrax LF prot -4, BoNT A protease -0.3, BoNT F protease 3, TcdB inh 2.0, PrPC TRFRET 0, FadD28 binding 0.0, Y pestis TopoI 4, PfHsp40 yeast -0.2 and CCHF vOTU inh -12.
O=c1c(NCCc2ccccc2)c(-c2ccccc2)c1=O was read as Anthrax LF prot -8, BoNT A protease -2.4, BoNT F protease 4, TcdB inh 0.0, PrPC TRFRET -1, FadD28 binding -4.7, Y pestis TopoI 2, PfHsp40 yeast -0.6 and CCHF vOTU inh 1.
Screening CC(=O)c1ccc(N2CCN(C(=O)CCCn3c(=S)[nH]c4cc5c(cc4c3=O)OCO5)CC2)cc1 returned Anthrax LF prot 0, BoNT A protease 1.2, BoNT F protease 11, PrPC TRFRET 9, FadD28 binding -3.4, Y pestis TopoI 39, PfHsp40 yeast 0.5 and CCHF vOTU inh 9.
`CC(NC(=S)Nc1ccccc1)C(c1cccs1)N1CCOCC1` (stereo not given) gave Anthrax LF prot -2, BoNT A protease 0.6, BoNT F protease -2, TcdB inh 1.3, PrPC TRFRET 7, FadD28 binding -3.1, Y pestis TopoI -11, PfHsp40 yeast -0.7 and CCHF vOTU inh -6.
For Cn1cc(C=O)c2nccnc21 the results were Anthrax LF prot -1, BoNT A protease -0.8, BoNT F protease -2, TcdB inh 0.1, PrPC TRFRET -5, FadD28 binding -0.3, Y pestis TopoI 0 and CCHF vOTU inh -4.
Screening CNC(=O)NC(=O)COC(=O)CCCOc1ccc(OC)cc1 returned Anthrax LF prot -2, BoNT A protease -0.8, BoNT F protease 10, PrPC TRFRET -5, FadD28 binding -1.5, Y pestis TopoI -8, PfHsp40 yeast -0.8 and CCHF vOTU inh -3.
For CCN(c1ccccc1)S(=O)(=O)c1ccc(N)c(OC)c1 the results were Anthrax LF prot 1, BoNT A protease 0.3, BoNT F protease 6, PrPC TRFRET 4, FadD28 binding -5.0, Y pestis TopoI 3, PfHsp40 yeast -0.6 and CCHF vOTU inh -9.
For COc1ccc(N2C(=O)CC(Sc3nc(C)c4c(n3)CCCC4)C2=O)cc1 (stereo not given) the results were Anthrax LF prot -7, BoNT A protease -0.8, BoNT F protease 3, PrPC TRFRET 0, FadD28 binding -3.9, Y pestis TopoI 5, PfHsp40 yeast 0.0 and CCHF vOTU inh -8.
Screening COc1ccc(CN(C)C(=O)C2CCN(C(=O)Nc3ccccc3)CC2)cc1OC returned Anthrax LF prot 2, BoNT A protease 1.5, BoNT F protease 0, TcdB inh -8.0, PrPC TRFRET -9, FadD28 binding -1.4, Y pestis TopoI -10, PfHsp40 yeast -0.4 and CCHF vOTU inh 12.
For COc1cc(S(=O)(=O)N(C)C2CCCCC2)c(C)cc1C the results were Anthrax LF prot -12, BoNT A protease 0.4, BoNT F protease 1, TcdB inh 0.5, PrPC TRFRET -8, FadD28 binding -4.7, Y pestis TopoI 43, PfHsp40 yeast 0.3 and CCHF vOTU inh 17.
N/C(=N\OC(=O)c1cc(-c2ccccc2)nc2ccccc12)c1ccc(Cl)cc1 was read as Anthrax LF prot 1, BoNT A protease 0.5, BoNT F protease -2, PrPC TRFRET -7, FadD28 binding -1.2, Y pestis TopoI 7, PfHsp40 yeast 2.3 and CCHF vOTU inh -4.
Cc1cc(NC(=O)COC(=O)C2CC(=O)N(c3ccc(Cl)cc3)C2)no1 (stereo not given) was read as Anthrax LF prot 2, BoNT A protease -0.7, BoNT F protease -9, TcdB inh 0.8, PrPC TRFRET 4, FadD28 binding 0.8, Y pestis TopoI 11, PfHsp40 yeast -0.4 and CCHF vOTU inh 4.
Screening CN(C)Cc1ccccc1CNC(=O)c1cccc(S(=O)(=O)Nc2ccc3c(c2)OCO3)c1 returned Anthrax LF prot -17, BoNT A protease 1.1, BoNT F protease -24, TcdB inh 0.0, PrPC TRFRET 5, FadD28 binding -2.3, Y pestis TopoI -13 and CCHF vOTU inh -1.

3 structures out of the list, ordered by SMILES length, falling.
Screening Cn1c(SCC(=O)Nc2cccc(S(=O)(=O)NC3=NCCCCC3)c2)nnc1-c1ccccc1 returned Anthrax LF prot -4, BoNT A protease -0.3, BoNT F protease 3, TcdB inh 2.0, PrPC TRFRET 0, FadD28 binding 0.0, Y pestis TopoI 4, PfHsp40 yeast -0.2 and CCHF vOTU inh -12.
`C=CCOc1cccc(C(=O)NC(c2ccccc2)C(C)C)c1` (stereo not given) gave Anthrax LF prot 1, BoNT A protease -0.7, BoNT F protease 0, TcdB inh 1.6, PrPC TRFRET 7, FadD28 binding 0.2, Y pestis TopoI 16, PfHsp40 yeast 0.4 and CCHF vOTU inh -8.
O=c1c(NCCc2ccccc2)c(-c2ccccc2)c1=O was read as Anthrax LF prot -8, BoNT A protease -2.4, BoNT F protease 4, TcdB inh 0.0, PrPC TRFRET -1, FadD28 binding -4.7, Y pestis TopoI 2, PfHsp40 yeast -0.6 and CCHF vOTU inh 1.

Next part:
`COc1cc(C(=O)N2CCN(C(=O)C(Cc3cc(C)ccc3C)NC(C)=O)CC2)cc(OC)c1OC` (stereo not given) gave Anthrax LF prot -3, BoNT A protease 2.8, BoNT F protease 1, PrPC TRFRET 7, FadD28 binding 0.6, Y pestis TopoI -3, PfHsp40 yeast -0.3 and CCHF vOTU inh -4.
`CCn1c(SCC(=O)c2cc(OC)ccc2OC)nnc1-c1ccncc1` gave Anthrax LF prot -7, BoNT A protease 0.4, BoNT F protease -6, TcdB inh 0.8, PrPC TRFRET 4, FadD28 binding 0.3, Y pestis TopoI 7, PfHsp40 yeast -0.9 and CCHF vOTU inh 6.
O=C(COC(=O)Cc1ccccc1)Nc1ncc(Cl)cc1Cl was read as Anthrax LF prot 0, BoNT A protease 0.4, BoNT F protease -7, PrPC TRFRET 5, FadD28 binding -2.9, Y pestis TopoI 3, PfHsp40 yeast -1.0 and CCHF vOTU inh 8.
O=C(CSc1nnc(NC(=O)C2CC2)s1)NCc1ccco1 was read as Anthrax LF prot -5, BoNT A protease -1.6, BoNT F protease -4, TcdB inh 0.4, PrPC TRFRET 5, FadD28 binding -8.2, Y pestis TopoI -1, PfHsp40 yeast -0.8 and CCHF vOTU inh -5.
For COc1cccc(CCNC(=O)CC2C(=O)NCCN2CC(C)(C)C)c1 (stereo not given) the results were Anthrax LF prot -5, BoNT A protease 0.6, BoNT F protease -6, TcdB inh 0.7, PrPC TRFRET 1, FadD28 binding -4.3, Y pestis TopoI -5, PfHsp40 yeast -1.4 and CCHF vOTU inh 9.
For COc1cccc2cc(C(=O)NCc3ccccc3)c(=N)oc12 the results were Anthrax LF prot -4, BoNT A protease -1.7, BoNT F protease -4, TcdB inh 1.3, PrPC TRFRET 18, FadD28 binding -3.4, Y pestis TopoI -3, PfHsp40 yeast -0.2 and CCHF vOTU inh 3.
Screening O=C(Cn1nc(-c2cccc(Cl)c2)ccc1=O)Nc1ccc(C(=O)NC2CC2)cc1 returned Anthrax LF prot -2, BoNT A protease -0.5, BoNT F protease 0, TcdB inh 0.5, PrPC TRFRET -11, FadD28 binding -6.0, Y pestis TopoI 6, PfHsp40 yeast 1.0 and CCHF vOTU inh -3.
`O=C(Oc1ccccc1Cl)c1ccc(-n2cncn2)nc1` gave Anthrax LF prot 2, BoNT A protease -1.2, BoNT F protease -9, PrPC TRFRET 6, FadD28 binding -0.2, Y pestis TopoI 0, PfHsp40 yeast -0.1 and CCHF vOTU inh 4.
Screening CCOc1ccc(S(=O)(=O)N2CCN(Cc3ccc4c(c3)OCO4)CC2)cc1Cl returned Anthrax LF prot -1, BoNT A protease -1.1, BoNT F protease 0, TcdB inh 2.4, PrPC TRFRET 6, FadD28 binding -5.4, Y pestis TopoI 15, PfHsp40 yeast 4.4 and CCHF vOTU inh 16.
CCn1cnc2c1c(=O)n(CC(=O)NCC(F)(F)F)c(=O)n2Cc1ccccc1 was read as Anthrax LF prot 2, BoNT A protease 0.7, BoNT F protease 2, TcdB inh 1.0, PrPC TRFRET -4, FadD28 binding 1.0, Y pestis TopoI 5, PfHsp40 yeast -2.3 and CCHF vOTU inh -9.
OCCNC(=S)NCc1ccccc1 was read as Anthrax LF prot -7, BoNT A protease 0.3, BoNT F protease 2, TcdB inh -3.3, PrPC TRFRET 4, FadD28 binding 1.6, Y pestis TopoI 3, PfHsp40 yeast -1.0 and CCHF vOTU inh -15.
For Cc1ccc(N(CC(=O)NC(C)(C)C)C(=O)CNC(=O)c2cccs2)cc1 the results were Anthrax LF prot -4, BoNT A protease -0.8, BoNT F protease 9, TcdB inh 0.7, PrPC TRFRET -1, FadD28 binding -0.7, Y pestis TopoI 0, PfHsp40 yeast 0.3 and CCHF vOTU inh 9.
For Cc1cc(C(=O)NCCCOC(C)C)c2ccccc2n1 the results were Anthrax LF prot 1, BoNT A protease 0.4, BoNT F protease 2, PrPC TRFRET -4, FadD28 binding -0.9, Y pestis TopoI -2, PfHsp40 yeast 0.8 and CCHF vOTU inh -17.
For COc1cccc(OC)c1-c1nn2c(-c3ccccc3Cl)nnc2s1 the results were Anthrax LF prot 0, BoNT A protease 0.3, BoNT F protease 2, PrPC TRFRET 1, FadD28 binding -3.6, Y pestis TopoI 28, PfHsp40 yeast 0.7 and CCHF vOTU inh 1.
`Cc1noc(C)c1-c1nc(CSc2ccccc2)no1` gave Anthrax LF prot -18, BoNT A protease inconclusive, BoNT F protease inconclusive, TcdB inh -2.3, PrPC TRFRET 5, FadD28 binding -3.5, Y pestis TopoI 5, PfHsp40 yeast 0.4 and CCHF vOTU inh 2.
Screening Cc1ccccc1C(=O)Nc1ccnc(-c2ccncc2)n1 returned Anthrax LF prot -1, BoNT A protease 0.0, BoNT F protease -1, TcdB inh 0.4, PrPC TRFRET -2, FadD28 binding -2.6, Y pestis TopoI -1, PfHsp40 yeast -1.0 and CCHF vOTU inh 5.
`Cc1ccc2nc(NCc3ccccc3)c(C=NCc3ccccc3)c(=O)n2c1` gave Anthrax LF prot 0, BoNT A protease 0.3, BoNT F protease -2, TcdB inh 0.9, PrPC TRFRET -8, FadD28 binding -2.7, Y pestis TopoI 3, PfHsp40 yeast 0.7 and CCHF vOTU inh -2.
